Compound activity: PubChem BioAssay, several laboratories
MRP resist rev: reversal of MRP1-mediated doxorubicin resistance, primary screen, H69AR cells, doxorubicin co-treatment | H69AR cells + 2 uM doxorubicin, CellTiter-Glo, 72 h | differential viability (reversal), % at 10 µM | 85,000 tested, 0.04% active;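 active = viability drop by adding the cancer drug above about 55%, with treated viability meeting a 40% cutoff, limit read from the data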;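 also: viability without doxorubicin minus viability with 2 µM doxorubicin for each compound; larger differential means the compound sensitizes cells more to doxorubicin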
IL1B NFkB inh: inhibitors of IL-1B driven NFkB p65 nuclear import, primary screen, imaging, HUVEC, IL-1B stimulus, high-content imaging | HUVEC IL-1B NFkB p65 nuclear translocation imaging | inhibition, % at 2 µM | 94,000 tested, 0.43% active;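 active = inhibition above about 30% together with a positive call from visual inspection of the well image, limit read from the data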;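 also: nuclear over cytoplasmic p65 intensity ratio measured by imaging; 0% = IL-1B stimulated DMSO wells and 100% = unstimulated DMSO wells; values of inactives mirror those of a sister screen read the other way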
NFkB transloc pot: enhancers of NFkB p65 translocation in HUVEC – imaging, IL-1B stimulus, high-content imaging, primary screen; HUVEC IL-1B NFkB p65 nuclear translocation imaging; activation, % at 2 µM; 94,000 tested, 0.3% active; AID 819, 2007;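 active = activation above 40%, about the mean plus 3 SD, also judged a hit on visual image review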;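 also: percent activation is computed from the nuclear over cytoplasmic p65 intensity ratio; values of inactives mirror those of a sister screen read the other way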
Bcl-B TR3 displacers: displacers of TR3 peptide from Bcl-B, primary screen, selectivity assay for Bfl-1 inhibitor project, biochemical, fluorescence polarization; AID 748, 2007; 96,000 tested, 0.11% active; displacement, % at 20 µM; hits with a dose series show IC50 in µM; FP displacement of FITC-TR3 peptide from Bcl-B; higher % means a stronger effect;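 active = displacement above 50% at 20 µM plus a fluorescence interference ratio under 1.5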;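 also: plate controls were wells without compound for no effect and wells lacking Bcl-B protein for full effect; a part of the inactive calls stands beside numbers as strong as those of hits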
PLAP inhibition: PLAP enzyme inhibitors, biochemical, luminescence, HTS (AID 690). purified PLAP, luminescent substrate; higher % means a stronger effect. 96,000 tested, 0.08% active. Alkaline phosphatase, placental type (Homo sapiens). inhibition, % at 20 µM; hits with a dose series show IC50 in µM; in the data active = a potency from the dose series; inactive = the rest, 99 in 100 with inhibition below about 30%; also: strong numbers were not always called active
MRP resist rev cytotoxicity: further read-out of MRP resist rev, marked with its call; viability, %; H69AR cells, CellTiter-Glo, 72 h; measured here: cytotoxicity without doxorubicin
MRP resist rev with doxorubicin: also measured in MRP resist rev; calls as there; viability, %; measured here: viability with 2 uM doxorubicin; active compounds read low
IL1B NFkB inh cell count 2 µM: second read-out of IL1B NFkB inh, no call of its own (marks repeat the call); cell count; measured here: cells passing quality filter;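 raw number of nuclei counted in each imaged well without normalization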
NFkB transloc pot cell count 2 µM: recorded beside NFkB transloc pot, whose call it bears; cell count; measured here: cells passing quality filter
* = called active by the depositor; nt = no result given. The list is partial, so the mix of outcomes need not match the whole.

SMILES	MRP resist rev	MRP resist rev cytotoxicity	MRP resist rev with doxorubicin	IL1B NFkB inh	IL1B NFkB inh cell count 2 µM	NFkB transloc pot	NFkB transloc pot cell count 2 µM	Bcl-B TR3 displacers	PLAP inhibition
O=C(COC(=O)c1ccc(O)cc1)Nc1ccc(N2CCCCC2)cc1	6	100	94	-20	68	20	68	0%	7%
COc1ccc(C(c2nnnn2Cc2ccc(F)cc2)N2CCN(c3ccc(OC)cc3)CC2)cc1 (stereo not drawn)	-24	80	104	-5	91	5	91	0%	-54%
COc1ccc(NC(=O)C2CCCN(S(=O)(=O)c3cccc4cccnc34)C2)c(OC)c1 (stereo not drawn)	18	100	81	6	176	-5	176	-5%	-47%
Cc1cccc2cc(-c3nc4c(C)cccn4c3NCc3ccco3)c(=O)[nH]c12	1	70	70	nt	nt	nt	nt	1%	19%
Cc1ccc(C(CC(=O)NCc2ccco2)c2ccccc2)c(O)c1 (stereo not drawn)	-3	83	86	-4	166	4	166	-1%	2%
CSc1ccccc1NC(=O)CN(c1cccc(C)c1)S(C)(=O)=O	11	95	83	nt	nt	nt	nt	10%	-2%
NC(=O)CSc1ccc(Br)cc1	19	95	77	0	166	0	166	-12%	19%
CSc1nc(=O)n2cccc(C)c2n1	nt	nt	nt	10	135	-10	135	0%	18%
O=c1/c(=C/c2ccc([N+](=O)[O-])cc2)sc2n1CCCN=2	nt	nt	nt	-2	199	2	199	-5%	11%
O=C(NCc1cccnc1)NC1(c2ccccc2)CC1	0	99	99	-16	198	15	198	-4%	4%
CC(C)(C)n1nnnc1C(c1cc2cc3c(cc2[nH]c1=O)OCCO3)N1CCSCC1 (stereo not drawn)	2	80	77	2	175	-2	175	1%	-20%
COc1cccc(CNC(=O)Cc2c(C(=O)O)[nH]c3ccccc23)c1	12	106	93	9	39	-9	39	-7%	-12%
CC(=O)Nc1cc(NC(=O)C2C3C=CC(C3)C2C(=O)O)ccc1Cl (stereo not drawn)	13	84	71	3	112	-3	112	nt	nt
CCN1CCN(C(=O)C2(NC(=O)Nc3cccc(F)c3)CCCCC2)CC1	5	91	86	9	86	-9	86	nt	nt
CC1CCCN(CCCNC(=O)C2CC(=O)N(c3ccc(F)c(Cl)c3)C2)C1 (stereo not drawn)	0	96	97	-18	167	18	167	-8%	-28%
Cc1cc(C)n(-c2nc(C)nc(NCc3ccccc3)n2)n1	-10	51	61	19	66	-19	66	7%	-22%
CC(C)c1nc2oc3c(NCc4cccnc4)ncnc3c2c2c1CCC2	-12	62	74	nt	nt	nt	nt	-8%	16%
Cc1onc(-c2ccccc2Cl)c1C(=O)Nc1cccc2nsnc12	5	96	91	10	117	-9	117	5%	17%
COc1ccc(N2CCn3c2nc2c3c(=O)n(CCCc3ccccc3)c(=O)n2C)c(OC)c1	31	84	53	-14	102	14	102	2%	-39%
O=C(Cn1c(-c2ccccc2)noc1=O)NCc1ccccc1	6	90	84	9	171	-9	171	-6%	20%

3 consecutive entries already listed, for reference:
SMILES	MRP resist rev	MRP resist rev cytotoxicity	MRP resist rev with doxorubicin	IL1B NFkB inh	IL1B NFkB inh cell count 2 µM	NFkB transloc pot	NFkB transloc pot cell count 2 µM	Bcl-B TR3 displacers	PLAP inhibition
Cc1onc(-c2ccccc2Cl)c1C(=O)Nc1cccc2nsnc12	5	96	91	10	117	-9	117	5%	17%
COc1ccc(N2CCn3c2nc2c3c(=O)n(CCCc3ccccc3)c(=O)n2C)c(OC)c1	31	84	53	-14	102	14	102	2%	-39%
O=C(Cn1c(-c2ccccc2)noc1=O)NCc1ccccc1	6	90	84	9	171	-9	171	-6%	20%

Further results:
SMILES	MRP resist rev	MRP resist rev cytotoxicity	MRP resist rev with doxorubicin	IL1B NFkB inh	IL1B NFkB inh cell count 2 µM	NFkB transloc pot	NFkB transloc pot cell count 2 µM	Bcl-B TR3 displacers	PLAP inhibition
CC1CC(=O)C=C(O)C1C(=O)OC(C)(C)C (stereo not drawn)	-1	104	105	1	140	-1	140	-12%	6%
CCOC(=O)N1CCC(NC(=O)c2cc3c(-c4ccc(OC)c(OC)c4)nn(C)c3s2)CC1	2	70	69	nt	nt	nt	nt	-7%	-5%
Cc1cccc(CS(=O)(=O)Cc2ccc(C(=O)NCc3cccnc3)o2)c1	12	97	84	nt	nt	nt	nt	-2%	-22%
CC(=O)Nc1cc(C(F)(F)F)ccc1OCCOc1ccccc1	-4	70	74	0	163	0	163	nt	nt
CCN(c1ccccc1)S(=O)(=O)c1ccc(NCC2COc3ccccc3O2)nc1 (stereo not drawn)	-8	72	80	-10	135	10	135	-18%	12%
Cc1ccc(-c2cc(C(=O)NCc3ccc4c(c3)OCO4)[nH]n2)c(O)c1C	-4	91	95	-2	204	2	204	-3%	-55%
CC(C)CCNC(=O)NC(=O)COC(=O)C1=COCCO1	-7	85	92	3	179	-3	179	-3%	nt
Cc1ccc(C)c(-n2nnnc2SCC(=O)Nc2cccc(-c3nnc4n3CCCCC4)c2)c1	-15	67	82	-11	88	11	88	2%	20%
Cc1ccc2[nH]c(=O)c(CN(CCCN3CCOCC3)C(=O)NC3CCCCC3)cc2c1	-13	63	76	-16	209	16	209	-7%	-66%
CCCn1c(=O)c2ccccc2n2c(SCCOc3ccccc3)nnc12	38	100	61	nt	nt	nt	nt	0%	-70%
O=C(NCc1ccco1)Nc1ccc(Br)cc1	-12	91	103	-19	163	19	163	-9%	20%
O=c1[nH]cnc2scc(-c3ccc(-c4ccccc4)cc3)c12	10	90	80	20	48	-20	48	-24%	20%
COc1ccc(-c2nc(-c3ccc(Br)o3)no2)cc1	7	89	82	-1	180	1	180	-14%	20%
O=C(NCc1ccc2c(c1)OCO2)c1cccc(Cl)c1	10	107	97	nt	nt	nt	nt	-12%	10%
COc1ccc(S(=O)(=O)n2nc(C)cc2C)c(C)c1C	7	84	77	-5	45	5	45	-2%	-6%
CC(=O)c1cccc(NC(=O)NC(C)C2CCCO2)c1 (stereo not drawn)	-2	81	84	-32	166	32	166	-11%	12%
CC(C)c1nnc(NC(=O)CCS(=O)(=O)c2nc(-c3cccs3)cc(C(F)(F)F)n2)s1	0	1	1	5	113	-5	113	10%	-7%
Cc1nn(-c2nc(-c3ccco3)cc(C(F)(F)F)n2)c(C)c1Cl	-5	73	78	-3	152	3	152	-4%	27%
CCOC(=O)N1CCN(C(=O)CN(Cc2ccc(Cl)cc2)S(C)(=O)=O)CC1	17	104	87	-8	137	8	137	-5%	-47%
Cc1ccc(S(=O)(=O)Cn2nnnc2C(c2ccccc2)N2CCN(c3ccccc3)CC2)cc1 (stereo not drawn)	-27	65	92	57*	76*	-57	76	nt	nt
CCN(CC)C(=O)c1cncc(C(=O)N(CC)CC)c1-c1ccccc1	1	102	101	nt	nt	nt	nt	-8%	-45%
Cc1ccc(Cl)cc1NC(=O)Cn1cccc1	-9	84	93	-12	110	12	110	14%	-3%
CC(C)(CO)Nc1ccc([N+](=O)[O-])cc1[N+](=O)[O-]	nt	nt	nt	3	138	-3	138	-9%	21%
CCCOc1ccc(Cc2nn3c(=O)/c(=C/c4ccco4)sc3nc2=O)cc1	-5	95	100	0	163	0	163	-6%	-8%
CCC(=O)N1CCN(c2ccccc2NC(=O)Cc2ccccc2)CC1	-6	91	97	-13	128	13	128	2%	-60%
O=C1C=C(OCc2ccccc2)CN1	-3	98	100	12	162	-12	162	13%	18%
O=C(CCSCc1ccccc1Cl)N1CCN(c2ccccn2)CC1	16	95	79	1	155	-1	155	-1%	-28%
CCn1c(SCC(=O)Nc2nc3c(s2)CCCC3)nc2c1c(=O)n(C)c(=O)n2C	-25	17	42	nt	nt	nt	nt	-3%	8%
COc1ccc(OC)c2c1sc(=NC(=O)C(C)C)n2C	6	87	81	nt	nt	nt	nt	-28%	-16%
CC1(C)CC(=O)C(C(c2ccncc2)C2C(=O)CC(C)(C)CC2=O)C(=O)C1	-4	90	94	-6	143	6	143	13%	5%
Cc1ccccc1-c1noc(C23CC4CC(CC(C4)C2)C3)n1	23	72	49	-9	150	9	150	8%	22%
COc1ccc(CCn2nnnc2C(CC(C)C)N2CCN(c3ncccn3)CC2)cc1OC (stereo not drawn)	-3	78	81	12	89	-12	89	0%	-40%
O=C(O)COc1ccc(S(=O)(=O)NCCc2ccccc2)cc1	-4	101	105	-7	45	7	45	-2%	-8%
O=c1[nH]c2ccc(S(=O)(=O)N3CCCCC3)cc2[nH]c1=O	22	93	71	-11	132	11	132	nt	nt
O=C(C1CCC(CNS(=O)(=O)c2cccs2)CC1)N1CCCCC1 (stereo not drawn)	7	90	83	8	51	-8	51	5%	-36%
CNC(=O)c1ccc(N(Cc2ccccc2C)S(C)(=O)=O)cc1	nt	nt	nt	0	129	1	129	3%	-25%
O=C(CN1C(=O)COc2ccccc21)NCCCN1CCN(Cc2ccccc2)CC1	-3	93	95	-4	137	4	137	-2%	-56%
O=C(NC1CCCC1)c1ccc(COCC(F)(F)F)o1	-1	87	89	-10	173	10	173	-2%	-3%
Cc1ncn(C23CC4CC(CC(O)(C4)C2)C3)n1	0	100	99	-36	93	37	93	-2%	-5%
CC(C)CCOc1ccc(Cl)cc1CN1CCOCC1	15	98	83	17	175	-17	175	-2%	-79%
CC12CN3CC(C)(CN(C1)C3c1cc(Br)ccc1O)C2=O (stereo not drawn)	15	97	82	8	189	-8	189	-11%	0%
CN(C)P(=NC(=O)COc1ccc(Cl)cc1Cl)(N(C)C)N(C)C	3	100	97	2	112	-3	112	-4%	-62%
O=C(Nc1sc2c(c1C(=O)O)CCCC2)c1cccs1	-10	97	107	-10	101	10	101	14%	7%
O=C(NC1CCCC1)c1c[nH]c2ccc(F)cc2c1=O	-5	84	88	-3	185	3	185	28%	9%
Cc1ccc(C)c(S(=O)(=O)NCc2ccc(C(=O)NCc3ccco3)cc2)c1	5	76	71	-4	166	5	166	nt	nt
Cc1nn(Cc2ccccc2Cl)c(C)c1NC(=O)/C=C/c1cnn(C)c1	nt	nt	nt	-1	167	1	167	0%	-12%
O=C(c1cnc2n(c1=O)CCS2)N1CCCc2ccccc21	-21	88	109	-10	128	10	128	nt	nt
C=CCN1C(=NC(=O)CCC)SC2CS(=O)(=O)CC21 (stereo not drawn)	-7	93	100	-19	78	19	78	-8%	-7%
Cc1cccc(N(C)C(=O)c2coc(=O)c3ccccc23)c1	-2	105	106	-2	154	2	154	-6%	-22%
CC(C)OCCCNS(=O)(=O)c1ccc2c(c1)OCCO2	-2	93	95	-15	133	15	133	-9%	6%
COC(=O)C1=C(C)N=C2SC(C#N)=C(N)N2C1c1cccc(OC)c1 (stereo not drawn)	nt	nt	nt	-15	188	15	188	-16%	4%
CCn1ncc(C2=NOC(C(=O)NCc3ccc(Cl)cc3)C2)c1C (stereo not drawn)	-17	37	54	nt	nt	nt	nt	-16%	2%
Fc1ccc(-c2ccnc3nc(N4CCOCC4)nn23)cc1	nt	nt	nt	-1	135	1	135	-6%	22%
COC(=O)CSc1nc2c(c(C3CC=CCC3)c1C#N)CCC2 (stereo not drawn)	-27	65	92	3	138	-3	138	nt	nt
COc1ccc(OC)c(NS(=O)(=O)c2ccc(NC(C)=O)cc2)c1	-33	34	67	-9	162	9	162	76%	-8%
CCC(=O)Nc1cccc(NC(=S)NC(=O)c2ccccc2Cl)c1	nt	nt	nt	3	121	-3	121	-13%	10%
C=CCn1c(SCc2ccc3nonc3c2)nnc1-c1cccs1	9	97	88	-9	145	9	145	0%	-15%
CC(C)(C)c1nn(-c2ccccc2)c2[nH]c(=O)c(CNCc3ccco3)cc12	-10	8	18	6	116	-7	116	-12%	-139%
